VIM-2 inhibitor: inhibitors of Pseudomonas aeruginosa VIM-2 metallo-beta-lactamase | hit rate 0.89% among 290,000 | purified VIM-2, nitrocefin hydrolysis, epi-absorbance fluorescence | inhibition, % at 5.6 µM | AID 1527;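 active = inhibition above the mean of all tested compounds plus 3 SD, cutoff set per screening run, cut at about 7.5% in these data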;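 also: red hydrolysis product quenches plate fluorescence so inhibitors raise well fluorescence; 0% = enzyme with DMSO and 100% = DMSO without enzyme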
PfM18AAP inh: PfM18AAP enzyme inhibition. inhibition, % at 7.35 µM. recombinant PfM18AAP, H-Glu-NHMec fluorogenic cleavage. hit rate 1.2% among 290,000;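 active = inhibition above the campaign mean inhibition over all tested compounds plus 3 SD, cut at about 28% in these data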;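 also: 0% = plate median of test compound wells and 100% = 2 mM ZnCl2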
IDE act: IDE (human) activation, cell-based. P14735. HEK cells, FAbeta-B cleavage, fluorescence polarization; 0% vehicle, 100% cell-free pure enzyme wells. activation, % at 5.96 µM. hit rate 0.073% among 340,000. AID 493087;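 active = activation above the mean of all tested compounds plus 3 SD, set per screening campaign, cut at about 17% in these data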
IMP-1 inhibitor: inhibitors of Pseudomonas aeruginosa IMP-1 metallo-beta-lactamase. purified IMP-1, nitrocefin hydrolysis, epi-absorbance fluorescence. inhibition, % at 5.6 µM. hit rate 0.45% among 290,000. AID 1556;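 active = inhibition above the mean plus 3 SD of all compounds in the same screening run, cut at about 4.5% in these data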;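 also: 0% = IMP-1 with DMSO and 100% = DMSO wells lacking enzyme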
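System: Purified recombinant IMP-1 metallo-beta-lactamase enzyme | Measured by: Fluorescence quenching readout, ex 480/em 530 nm | Replication: Singlicate | Incubation: 15 min preincubation plus 25 min reaction at 25 °C | Evaluation: Percent inhibition from optical density relative to buffer-blank wells | Benchmarks: DMSO with and without IMP-1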
UBC9 SUMO inh: blocks human SUMOylation mediated by UBC9; HTRF SUMOylation assay, SAE1/SAE2 + UBC9, in vitro; hit rate 0.36% among 290,000; AID 2006; inhibition, % at 35 µM; in the data active = inhibition above about 50%, passing the limit was not always enough; also: strong numbers were not always called active
Target sequence (P63279 whole entry, looked up): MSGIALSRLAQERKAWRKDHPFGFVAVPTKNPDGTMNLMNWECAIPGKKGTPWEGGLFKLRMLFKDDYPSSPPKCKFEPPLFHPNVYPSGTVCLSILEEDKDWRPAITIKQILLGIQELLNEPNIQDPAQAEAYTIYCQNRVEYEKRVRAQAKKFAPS
FID counter: displaces DNA intercalator in HCV helicase counter-screen. DNA fluorescent intercalator displacement, fluorescence. inhibition, % at 7.9 µM. hit rate 0.17% among 290,000. AID 1845; in the data active = inhibition above about 37%;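 also: 0% = vehicle and 100% = reference compound; higher means more ethidium bromide displaced from hairpin DNA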
IDE inh: cellular human IDE inhibition; hit rate 0.41% among 320,000; HEK cells, FAbetaB cleavage, fluorescence polarization; inhibition, % at 5.59 µM; P14735;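 active = percent inhibition above the average of all tested compounds plus 3 SD, set per screening campaign, cut at about 16% in these data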;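 also: IDE supplied by intact live HEK cells; FP after avidin binding of uncleaved biotin substrate so inhibition keeps polarization high; 0% = DMSO wells and 100% = 60 µM reference IDE inhibitor Ii1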
p-CIP stab down: compounds decreasing mouse p/CIP protein stability. Q05BA5. F442A p/CIP-EGFP cells, EGFP fluorescence, 16 h. decrease of EGFP signal, % at 10 µM. hit rate 0.01% among 290,000. AID 1984;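 active = EGFP signal decrease of at least 30% at 10 µM or well 3 SD below plate mean, unless failing retest; inactive = the rest, including hits failing retest or dose response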; also: some compounds called inactive have numbers as strong as hits; many of its hits are not listed in these tables
NS3 helicase inh: inhibitors of Hepatitis C virus NS3 helicase. NS3 helicase DNA unwinding, Cy5 molecular beacon fluorescence. inhibition, % at 10.9 µM. hit rate 0.56% among 290,000;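 active = inhibition above the mean of all tested compounds plus 3 SD, set per campaign, cut at about 35% in these data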;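 also: 0% = DMSO wells and 100% = thioflavine S control wells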
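Test system: hepatitis C virus NS3 helicase domain fragment enzyme. Also added: annealed dual-labelled DNA beacon duplex, ATP-started. Timing: 60 min unwinding reaction at 25 °C after ATP addition. Technique: Cy5 fluorescence. Measure: % inhibition of unwinding.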
Starred values were filed as active, the others as inactive; . = no result given. Random draw from the library; any-hit rate near 3.6%.

# | Structure | VIM-2 inhibitor | PfM18AAP inh | IDE act | IMP-1 inhibitor | UBC9 SUMO inh
1 | Cc1cc(C)cc(NC(=O)CC2NCCNC2=O)c1 (stereo not given) | -3.5 | 3 | 8 | -2.8 | 11
2 | CCOC(=O)c1c(N)nn(C(=O)c2ccccc2)c1-c1ccccc1 | -0.5 | -6 | 5 | -2.5 | -15
3 | O=c1c(Cc2c(F)cccc2Cl)c(O)ccn1CCCn1ccnc1 | -3.2 | 3 | 0 | -1.6 | 9
4 | CCOC(=O)N1CCN(C(=O)CCN2C(=O)COc3ccc(C)cc32)CC1 | -2.6 | -3 | 3 | -1.2 | -7
5 | Cc1c(-c2ccccn2)c(=O)[nH]n1-c1ccc(F)cc1 | -5.4 | -3 | 0 | -4.6 | -1
6 | Cn1c(CN2CCCCC2)c(C#N)c2ccccc21 | -2.4 | 1 | 3 | -0.8 | 8
7 | C/C(=N\NC(=O)c1ccc(NS(=O)(=O)c2cccs2)cc1)c1ccncc1 | -7.0 | -17 | 3 | -3.4 | 17
8 | CC(=O)C(=Cc1ccc(O)cc1)C(C)=O | -1.1 | 11 | 0 | -0.4 | 10

# | FID counter | IDE inh | p-CIP stab down | NS3 helicase inh
1 | 0 | 3 | -4 | 3
2 | -1 | 0 | 2 | -8
3 | 2 | 1 | 0 | 18
4 | -18 | -2 | -4 | -10
5 | 1 | -5 | 14 | 5
6 | 2 | -3 | -16 | -5
7 | 0 | 9 | -6 | 5
8 | -1 | . | -3 | 1

(list continues)
# | Structure | VIM-2 inhibitor | PfM18AAP inh | IDE act | IMP-1 inhibitor | UBC9 SUMO inh
9 | CS(=O)(=O)n1nc(C(=O)N2CCOCC2)nc1N | -1.5 | -8 | -2 | -2.0 | 9
10 | COc1ccc2[nH]c3c(=O)n(CCCCC(=O)NCCC(C)C)c(=S)[nH]c3c2c1 | -3.0 | -4 | -4 | -4.1 | 35
11 | Cc1cccc(C2NC(=O)c3c(sc(C)c3C)N2)c1O (stereo not given) | 1.2 | 52* | 3 | -0.9 | 15
12 | O=C1CCC(=O)N1c1ccc(S(=O)(=O)N2CCCC2)cc1 | -3.0 | 2 | 0 | -3.1 | 1
13 | Cc1cc([N+](=O)[O-])ccc1NC(=O)Nc1ccc(F)cc1F | -0.1 | 2 | -3 | -1.5 | -2
14 | Cc1ccc(N2CC(C(=O)N3CCOCC3)CC2=O)cc1Cl (stereo not given) | 2.1 | 9 | 5 | -0.9 | -19
15 | C=CCNC(=O)NC(=S)c1ccccc1 | -1.9 | -1 | 10 | -3.5 | -16
16 | COCCC1CCCCN1Cc1cn(-c2ccccc2)nc1-c1ccc2c(c1)OCO2 (stereo not given) | 0.3 | -12 | 6 | -1.1 | -1

# | FID counter | IDE inh | p-CIP stab down | NS3 helicase inh
9 | 4 | -4 | -11 | 1
10 | -4 | 2 | -5 | 10
11 | -4 | 5 | -9 | 4
12 | 10 | -1 | 0 | 6
13 | 2 | 2 | -6 | -6
14 | -19 | 1 | 13 | 25
15 | 0 | -4 | -7 | -2
16 | 19 | 2 | 6 | -21

Remaining list, next part:
# | Structure | VIM-2 inhibitor | PfM18AAP inh | IDE act | IMP-1 inhibitor | UBC9 SUMO inh
17 | O=S1(=O)N=C(N2CCOCC2)c2ccccc21 | -2.2 | -3 | 5 | -2.3 | 15
18 | CCOP(=O)(OCC)c1nc(-c2cccc3ccccc23)oc1NCCc1ccc(OC)cc1 | -1.9 | -5 | 5 | -1.6 | 5
19 | COc1ccc(CCN2C(=O)CS/C2=N\NC(=O)c2ccc(C(C)(C)C)cc2)cc1OC | -5.1 | 1 | 2 | -3.7 | -8
20 | Cc1ccc(CCNC(=O)CN2C(=O)COc3ccc(S(=O)(=O)N4CCC(C)CC4)cc32)cc1 | -5.1 | -3 | 4 | -1.0 | .
21 | O=C(c1cc2cc([N+](=O)[O-])ccc2oc1=O)N1CCOCC1 | -1.7 | -1 | -10 | -2.4 | 30
22 | Cc1cccc2c1[nH]c1nc(N/N=C\c3ccco3)nnc12 | 0.4 | 18 | . | -4.6 | -5
23 | COc1cccc(NC(=O)c2oc3ccccc3c2NC(=O)c2ccc3c(c2)OCO3)c1 | 1.9 | 7 | 2 | -1.2 | -7
24 | COc1cc(/C=C/C(=O)N(C)c2ccccc2C(=O)O)cc(OC)c1OC | -1.8 | 4 | 3 | -1.8 | 11

# | FID counter | IDE inh | p-CIP stab down | NS3 helicase inh
17 | 4 | 6 | 8 | -1
18 | -21 | -2 | -4 | -3
19 | -35 | 2 | -2 | -7
20 | -19 | 1 | -6 | -4
21 | 2 | 0 | 0 | -5
22 | -3 | 4 | 5 | 8
23 | 0 | 9 | -6 | -4
24 | -32 | -3 | -11 | 1

Record cards, as listed above. Screens in order: VIM-2 inhibitor	PfM18AAP inh	IDE act	IMP-1 inhibitor	UBC9 SUMO inh	FID counter	IDE inh	p-CIP stab down	NS3 helicase inh
`COc1cc(/C=C/C(=O)N(C)c2ccccc2C(=O)O)cc(OC)c1OC` in the list: -1.8	4	3	-1.8	11	-32	-3	-11	1
`Cc1cccc2c1[nH]c1nc(N/N=C\c3ccco3)nnc12` in the list: 0.4	18	.	-4.6	-5	-3	4	5	8
`CCOP(=O)(OCC)c1nc(-c2cccc3ccccc23)oc1NCCc1ccc(OC)cc1` in the list: -1.9	-5	5	-1.6	5	-21	-2	-4	-3
`O=S1(=O)N=C(N2CCOCC2)c2ccccc21` in the list: -2.2	-3	5	-2.3	15	4	6	8	-1
`Cc1ccc(CCNC(=O)CN2C(=O)COc3ccc(S(=O)(=O)N4CCC(C)CC4)cc32)cc1` in the list: -5.1	-3	4	-1.0	.	-19	1	-6	-4

Single entries from the entries so far.
For p-CIP stab down, entry 24 is entered as -11
For IDE inh, entry 23 is entered as 9
For VIM-2 inhibitor, entry 22 is entered as 0.4

Gathered by group: the compounds so far with a nitro group on carbon.
# | Structure | VIM-2 inhibitor | PfM18AAP inh | IDE act | IMP-1 inhibitor | UBC9 SUMO inh
13 | Cc1cc([N+](=O)[O-])ccc1NC(=O)Nc1ccc(F)cc1F | -0.1 | 2 | -3 | -1.5 | -2
21 | O=C(c1cc2cc([N+](=O)[O-])ccc2oc1=O)N1CCOCC1 | -1.7 | -1 | -10 | -2.4 | 30

# | FID counter | IDE inh | p-CIP stab down | NS3 helicase inh
13 | 2 | 2 | -6 | -6
21 | 2 | 0 | 0 | -5

The results go on.
# | Structure | VIM-2 inhibitor | PfM18AAP inh | IDE act | IMP-1 inhibitor | UBC9 SUMO inh
25 | COc1ccccc1NC(=O)NNC(=O)C(C)Oc1ccc2ccccc2c1 (stereo not given) | -4.0 | -2 | 5 | -2.9 | 5
26 | COc1ccccc1N1CCN(c2nnc(-c3ccc(F)cc3)c3ccccc23)CC1 | -0.1 | -8 | -5 | -2.2 | 14
27 | COC(=O)c1cc(C(=O)Nc2nnc(CC(C)(C)C)s2)cc([N+](=O)[O-])c1 | -2.0 | -7 | 3 | -4.1 | 15
28 | Cc1ccccc1-c1nc(CS(=O)(=O)CC(=O)NC2CCCC2)c(C)o1 | -2.3 | -1 | 0 | -4.3 | 5
29 | O=c1c2[nH]cnc2n(-c2ccc(F)cc2)c(=O)n1Cc1ccccc1 | -1.6 | 7 | 0 | -1.6 | 1
30 | CCOC(=O)c1[nH]c2ccccc2c1NC(=S)Nc1cc(C)ccc1C | -0.5 | 14 | 4 | 1.4 | -7
31 | CCOC(=O)C1=C(C(C)=O)C(c2cccnc2)C(C#N)=C(N)O1 (stereo not given) | -2.7 | 4 | 0 | -2.9 | 7
32 | Cc1cc(Cl)ccc1OCC(=O)N1CCN(c2ncccn2)CC1 | -3.2 | 2 | -2 | -0.1 | 7

# | FID counter | IDE inh | p-CIP stab down | NS3 helicase inh
25 | -38 | . | -10 | 2
26 | -3 | -2 | -7 | 3
27 | 1 | 0 | -2 | 10
28 | -40 | 13 | -11 | 3
29 | -7 | 3 | -8 | 6
30 | -2 | -1 | -4 | -3
31 | 3 | -2 | 2 | 2
32 | -28 | 1 | -4 | -11

The list goes on.
# | Structure | VIM-2 inhibitor | PfM18AAP inh | IDE act | IMP-1 inhibitor | UBC9 SUMO inh
33 | Cn1c(=O)c2[nH]c(CNCc3ccccc3Cl)nc2n(C)c1=O | -4.2 | 1 | -5 | -2.1 | -2
34 | Cc1c(C(C)C)c(=O)n(-c2ccc(S(=O)(=O)NC3CCCCC3)cc2)n1C | -0.5 | -3 | . | -0.1 | 16
35 | CCOC(=O)c1c(C)[nH]c(C)c1C(=O)COC(=O)c1ccc(S(=O)(=O)N(CC)CC)cc1 | -3.4 | 7 | -2 | -2.6 | -25
36 | COCCCNS(=O)(=O)c1ccc(OC)c(Cl)c1Cl | -2.3 | 3 | 0 | 1.9 | -8
37 | Cc1ccc(OCc2nnc(SCc3ccc(C#N)cc3)n2-c2ccc(C)cc2)cc1 | -4.0 | -5 | 12 | -2.4 | -7
38 | CCOC(=O)c1ccc(N2C=C(C(=O)OC)C(c3cccc(O)c3)C(C(=O)OC)=C2)cc1 | -0.9 | 5 | -2 | -2.2 | 3
39 | CCCc1ccc(OCc2ccc(C(=O)N3CCSCC3)o2)cc1 | -2.0 | 2 | -2 | -2.6 | 5
40 | COc1cc(CC(=O)O)ccc1OCc1ccccc1 | -0.3 | -1 | 3 | -2.1 | 16

# | FID counter | IDE inh | p-CIP stab down | NS3 helicase inh
33 | -7 | 3 | 1 | 5
34 | -35 | 3 | -6 | 0
35 | -26 | 1 | -3 | -13
36 | -2 | 3 | 7 | -2
37 | -28 | 1 | -10 | -5
38 | -33 | -1 | -11 | -2
39 | -30 | 8 | -11 | 1
40 | -2 | 3 | -19 | 3

More results:
# | Structure | VIM-2 inhibitor | PfM18AAP inh | IDE act | IMP-1 inhibitor | UBC9 SUMO inh
41 | CCOC(=O)c1c(NC(=O)CSc2nnc(C)s2)sc2c1CCN(C)C2 | -3.0 | 1 | -9 | -3.7 | -5
42 | Cc1ccc(NC(=O)c2cc(S(=O)(=O)Nc3ccc(C)cc3)cs2)cc1 | -6.6 | 8 | 5 | -1.9 | .
43 | Cc1ccc(CNC(=O)C2CC(c3ccccc3F)=NO2)cc1 (stereo not given) | . | . | 0 | . | 0
44 | COc1ccc(C(=O)NC(=C(Cl)Cl)S(=O)(=O)c2ccc(C)cc2)cc1 | -2.9 | 3 | 10 | -3.8 | 16
45 | CCN1CCc2nc(N)sc2C1 | -4.4 | 44* | 5 | -0.1 | 8
46 | CCCS(=O)(=O)c1c(S(=O)(=O)CCC)c2c(N)cccn2c1C(=O)OC | -1.7 | -2 | 7 | -0.7 | 11
47 | CC1=CC(=O)c2c(O)ccc(O)c2C1=O | 2.9 | 35* | . | 5.3* | 90*
48 | Cc1cccc(Nc2ccccc2C(=O)NCc2ccco2)c1C | -4.2 | -9 | 2 | -2.6 | 3
49 | O=C(Nc1sc2c(c1C(=O)N1CCOCC1)CCCCC2)c1cccnc1 | 3.3 | 10 | 6 | -0.9 | 5

# | FID counter | IDE inh | p-CIP stab down | NS3 helicase inh
41 | -8 | 4 | -15 | -2
42 | -9 | 3 | . | -10
43 | . | 2 | 3 | .
44 | -18 | 1 | -6 | -4
45 | -1 | -2 | 2 | 2
46 | -29 | 5 | -3 | 27
47 | 6 | -5 | -7 | 26
48 | -11 | -4 | -1 | -2
49 | -5 | 5 | 8 | -15

Compound activity (PubChem)
